# Compound activity as filed in PubChem.
# RORg inh = blocks mouse ROR gamma transcriptional activity. P51450. Drosophila S2 Gal4-RORgamma UAS-luciferase reporter, 20 h. Potency, µM (highest dose often 53.6 µM), for the others: top-dose activity change, negative = inhibition, actives largely listed as inhibitors. hit rate 5.4% among 310,000. AID 2551; also: % is scaled to controls: 0 for no effect and ±100 for the full control effect; nearly all actives have a fitted effect of over 60% in size
# Target sequence (P51450 whole entry, looked up, the tested form may be a part): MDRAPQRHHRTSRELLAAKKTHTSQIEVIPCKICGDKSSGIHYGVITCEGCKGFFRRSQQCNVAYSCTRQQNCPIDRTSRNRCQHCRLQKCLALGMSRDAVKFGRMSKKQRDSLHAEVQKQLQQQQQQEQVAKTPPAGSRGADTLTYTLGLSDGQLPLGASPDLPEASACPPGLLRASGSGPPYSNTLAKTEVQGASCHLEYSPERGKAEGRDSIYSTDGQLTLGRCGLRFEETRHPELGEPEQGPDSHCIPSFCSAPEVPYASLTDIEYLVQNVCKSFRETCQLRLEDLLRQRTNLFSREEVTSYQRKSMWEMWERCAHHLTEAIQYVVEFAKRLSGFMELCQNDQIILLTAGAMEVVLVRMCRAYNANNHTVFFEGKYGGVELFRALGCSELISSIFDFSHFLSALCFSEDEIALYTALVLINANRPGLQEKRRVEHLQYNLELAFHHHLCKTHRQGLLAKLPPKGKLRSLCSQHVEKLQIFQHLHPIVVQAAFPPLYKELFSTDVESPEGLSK
#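 Stably transfected Drosophila Schneider cells are the test system, with ROR gamma fused to Gal4 and luciferase under UAS control; luminescence is read after 20 hr of 700 uM copper sulfate induction at ambient temperature.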
# ELG1 genotoxic = induces genotoxicity in HEK293T cells with luciferase-tagged ELG1. hit rate 1.3% among 330,000. HEK293T ELG1-luciferase reporter, luminescence, 16 h. Potency, µM (highest dose often 46 µM), inactives show at the top dose activity change, positive = activation, usual class: activators; also: % of control where 0% means no effect; nearly all actives have a fitted effect of over 60% in size
#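 Step 1: seed 2,000 HEK293T ELG1-luciferase cells per well. Step 2: add compound or DMSO, incubate 16 hr at 37 °C. Step 3: ONE-Glo, 30 min at room temperature, read luminescence.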
# uPA generation = blocks generation of uPA at the cell surface | cell surface uPA generation assay, qHTS | Potency, µM (series often up to 38.3 µM), inactives show at the top dose activity change, negative = inhibition, actives largely listed as inhibitors | hit rate 0.31% among 330,000 | AID 540303; active = well fitted inhibition curve with a large enough effect; inconclusive = small, poorly fitted or top-dose-only effect; inactive = no such curve, though single readings can be large or run the other way; tested in mouse RAW 264.7 cells; also: % is scaled to controls: 0 for no effect and ±100 for the full control effect; nearly all actives have a fitted effect of over 55% in size
# NPC1 prom act = activates the NPC1 promoter; Huh7 NPC1 promoter luciferase reporter, 24 h; Potency, µM (doses to about 9.22 µM), for inactives: at the highest dose activation, most hits filed as activators; hit rate 2.4% among 320,000;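 also: % of control where 0% means no effect; nearly all actives have a fitted effect of over 60% in size; reporter is driven by a mutant NPC1 promoter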
#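 Luciferase expression driven by the NPC1 promoter was measured in stably transfected Huh7 cells after a 24 h compound incubation, using a luciferase reagent and a luminescence read.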
# Gal4-VP16 FLuc = inhibits Gal4-VP16 luciferase reporter, ROR gamma counter-screen; Drosophila S2 Gal4-VP16 UAS-luciferase, luminescence, 20 h; Potency, µM (top dose mostly 53.6 µM), inactives show at the top dose activity, negative = inhibition, hits mostly inhibitors; hit rate 3.5% among 310,000;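 also: Gal4-VP16 expression switched on by copper sulfate through the metallothionein promoter; % is scaled to controls: 0 for no effect and ±100 for the full control effect; nearly all actives have a fitted effect of over 50% in size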
# FLuc modulator = counter-screen for miR-21 project: firefly luciferase inhibitors or activators; hit rate 6.9% among 360,000; purified FLuc, Km substrates, luminescence inhibition; Potency, µM (series often up to 57.5 µM), for inactives: top-dose activity change, negative = inhibition, most hits filed as inhibitors;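 also: plate controls were vehicle for no effect and reference inhibitor for full effect; nearly all actives have a fitted effect of over 55% in size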
# Target sequence (P08659 whole entry, looked up): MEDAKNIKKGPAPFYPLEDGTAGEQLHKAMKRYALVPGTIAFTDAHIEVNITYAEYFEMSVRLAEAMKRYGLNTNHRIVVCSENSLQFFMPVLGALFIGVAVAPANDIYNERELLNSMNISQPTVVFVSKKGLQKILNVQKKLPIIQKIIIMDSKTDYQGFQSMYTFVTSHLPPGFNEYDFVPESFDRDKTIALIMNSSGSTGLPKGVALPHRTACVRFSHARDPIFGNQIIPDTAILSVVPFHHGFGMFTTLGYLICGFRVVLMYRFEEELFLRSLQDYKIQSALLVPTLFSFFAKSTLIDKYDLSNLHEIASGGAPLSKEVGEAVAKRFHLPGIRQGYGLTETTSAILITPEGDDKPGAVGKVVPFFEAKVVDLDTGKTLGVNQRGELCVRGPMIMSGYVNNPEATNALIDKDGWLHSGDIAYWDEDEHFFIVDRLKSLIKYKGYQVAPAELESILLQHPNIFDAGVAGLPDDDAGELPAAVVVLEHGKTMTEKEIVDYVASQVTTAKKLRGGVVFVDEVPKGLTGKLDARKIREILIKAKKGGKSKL
#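 Purified P. pyralis luciferase, 10 nM final, with Km-level 10 uM D-luciferin and 10 uM ATP in 50 mM Tris acetate pH 7.5, 10 mM Mg acetate, 0.01% Tween-20, 0.05% BSA; 6-point qHTS titration about 60 µM downward; luminescence read.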
# Rab9 promoter act = activators of Rab9 promoter; Huh7 Rab9 promoter-luciferase reporter, luminescence, 24 h; Potency, µM (doses to about 9.22 µM), without a hit: at the top dose activation, negative = inhibition, actives largely listed as activators; hit rate 2.8% among 320,000; AID 485297; also: % of control where 0% means no effect; nearly all actives have a fitted effect of over 60% in size
#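 Stable Rab9-luc Huh7, 1500 cells/well, 2 h settle; cmpd in DMSO, 24 h, 37 °C/5% CO2; luciferase reagent 10 min RT; luminescence.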
# BRCA1 expr up = BRCA1 expression activation; MCF7-BRCA1-FFLuc reporter, luminescence, 48 h; response scale: scaled: vehicle 0%, 10 µM genistein 100%; Potency, µM (top dose mostly 46.1 µM), without a hit: at the highest dose activation, hits mostly activators; hit rate 1.1% among 380,000; also: nearly all actives have a fitted effect of over 80% in size; some results filed as inactive show a strong effect at the top dose
#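 Luminescence from a BRCA1-driven firefly luciferase in MCF7 cells was the read-out, taken 15 min after substrate addition following 48 h compound exposure at 37 °C. Data were normalized to a 10 microM genistein control and DMSO vehicle.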
# MBNL1 CUG block = inhibitors of human MBNL1 binding to CUG repeat RNA; Q9NR56; TR-FRET MBNL1-His/biotin-(CUG)12 binding, 665/545 ratio; Potency, µM (series often up to 57.5 µM), inactives show top-dose activity change, negative = inhibition, most hits filed as inhibitors; hit rate 0.036% among 280,000; AID 2675; active = well fitted inhibition curve with a large enough effect in the signal ratio, with a control signal flat, not every such curve was filed as active; inconclusive = small, poorly fitted or top-dose-only effect, or effect the other way, or a change in a side signal; inactive = no such curve, though single readings can be large or run the other way; the % refers to the signal ratio; also: % is scaled to controls: 0 for no effect and ±100 for the full control effect
#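 Ratiometric TR-FRET (665 over 545 nm, excitation 340 nm) tracks disruption of MBNL1-His/biotin-(CUG)12 complex after 60 min at room temperature, with compounds at 92 nM to 58 uM final.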
# p53 reactivator = mutant p53 re-activation in reporter cells; H1299 p53-A138V BP100-luciferase reporter, luminescence, 24 h; Potency, µM (top dose mostly 92.2 µM), without a hit: at the highest dose activity change, positive = activation, hits mostly activators; hit rate 0.063% among 320,000; AID 504706; also: % of control where 0% means no effect; nearly all actives have a fitted effect of over 45% in size
#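 H1299 (p53-null), stable ts p53-A138V + BP100-Luc; 1000 cells/well, Opti-MEM/10% FBS; cpd 4 pt, 1:5; 24 h, 37 deg C, 5% CO2; detection reagent 10 min RT; luminescence.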
# Starred values were filed as active, the others as inactive; u = inconclusive; x = not tested or not shown; [ ] = remark or other dose. Unless noted, calls follow the shape of the dose curve; as a rule, active = well fitted curve in the direction sought with a large enough effect; inconclusive = small, poorly fitted or top-dose-only effect, or another doubt; inactive = no such curve, though single readings can be large; an effect the other way counts as inactive or inconclusive. Potency is read from the fitted curve at half-maximal effect.
no.	SMILES	RORg inh	p53 reactivator	ELG1 genotoxic	uPA generation	FLuc modulator
1	CCN(CC)CCOC(=O)c1ccc2c(c1)OCCO2	12%	8%	-2%	-1%	-12%
2	CC(CN1CCN(C/C=C/c2ccccc2)CC1)c1ccccc1 (stereo not drawn)	-11%	x	-1%	0%	4%
3	O=C1CCN(Cc2ccccc2)N1	17%	-1%	0%	4%	0%
4	Cc1ccc(C)c(-n2nnnc2SCC(=O)NCC2CCCO2)c1 (stereo not drawn)	x	2%	-2%	12%	0%
5	Nc1ccc(C(=O)Nc2cccc(N)c2)cc1	2%	8%	17%	-9%	21µM*
6	CC(OC(=O)c1cc(S(=O)(=O)N2CCOCC2)ccc1F)C(=O)NCc1ccc2c(c1)OCO2 (stereo not drawn)	x	-3%	0%	-3%	-1%
7	COc1ccc(C(=O)N2CCC(n3c(C)nc4cc(F)ccc43)CC2)cc1OC	0%	-5%	-1%	0%	9%
8	COCCCN1C2=C(C(=O)CC(C)(C)C2)C(c2ccc(OC)c(OC)c2)C2=C1CC(C)(C)CC2=O	41%	x	-22%	-1%	-3%
9	COCCNC(=O)CN1C(=O)NC2(CCCCCC2)C1=O	-7%	1%	0%	-4%	0%
10	O=C(COc1ccc(Cl)cc1Cl)N/N=C1\CCCc2ccccc21	3%	4%	-3%	0%	u

no.	Rab9 promoter act	BRCA1 expr up	Gal4-VP16 FLuc	NPC1 prom act	MBNL1 CUG block
1	18%	22%	-1%	-1%	-1%
2	2%	-21%	1%	0%	-2%
3	6%	5%	-7%	-4%	-3%
4	-7%	-8%	x	2%	x
5	u	61%	-18%	u	-10%
6	2%	-9%	x	-3%	x
7	-1%	-1%	7%	-2%	-11%
8	-7%	-5%	-4%	-5%	u
9	5%	-14%	5%	-1%	2%
10	-4%	-25%	-3%	1%	4%

# (more compounds)
no.	SMILES	RORg inh	p53 reactivator	ELG1 genotoxic	uPA generation	FLuc modulator
11	COc1ccc(N2CC(C(=O)N3CCN(c4ccccc4F)CC3)CC2=O)cc1 (stereo not drawn)	17%	-5%	-2%	0%	1%
12	O=C(c1ccc(N2CCCCC2)c([N+](=O)[O-])c1)N1CCN(c2ccccn2)CC1	u	0%	5%	3%	-12%
13	Clc1cccc(-c2csc(Nc3cccnc3)n2)c1	2%	17%	12%	6%	u
14	CCOc1ccc(OCCCC(=O)O)cc1	u	-6%	1%	3%	2%
15	Cc1cc2c(cc1S(=O)(=O)NCCc1ccc(Cl)cc1)OCC(=O)N2	4%	11%	-2%	5%	-1%
16	Cc1cc(C(=O)c2cccs2)c(N)s1	-17%[10 µM]	6%	4%	-4%	-16%
17	CCCC1=C(C(=O)OCC)C(c2ccc(F)cc2)n2ncnc2N1 (stereo not drawn)	u	-3%	-7%	2%	3%
18	CCOc1ccc(-c2cc(C(=O)O)c3ccccc3n2)c(OCC)c1	102%	u	-2%	x	17µM*
19	Cc1cc(S(=O)(=O)N2CCN(Cc3ccccc3)CC2)c(C)s1	17%	4%	-4%	5%	2%
20	CCc1cc(=O)oc2c(C)c(O)c(CN3CCCCC3)cc12	36%	-3%	0%	1%	3%

no.	Rab9 promoter act	BRCA1 expr up	Gal4-VP16 FLuc	NPC1 prom act	MBNL1 CUG block
11	0%	0%	6%	-3%	5%
12	0%	-11%	u	0%	u
13	16%	-42%	8%	21%	3%
14	-3%	4%	-21%	1%	1%
15	0%	-25%	0%	-2%	0%
16	4%	9%	6%	0%	19%
17	0%	-22%	3%	-7%	4%
18	-2%	16%	17%	-1%	13%
19	-7%	2%	19%	-3%	-12%
20	2%	-1%	5%	1%	23%

# (continued)
no.	SMILES	RORg inh	p53 reactivator	ELG1 genotoxic	uPA generation	FLuc modulator
21	CC1CCN(C(=O)c2ccc(NS(=O)(=O)c3cccc4cccnc34)cc2)CC1	44%	-5%	0%	-8%	1%
22	COc1cc(NS(=O)(=O)c2ccc(Nc3nc(-c4cccc([N+](=O)[O-])c4)cs3)cc2)nc(OC)n1	31%	4%	1%	2%	-2%
23	CC(CC(=O)NCc1ccco1)S(=O)(=O)c1ccc2c(c1)CCN2C(=O)C1CC1 (stereo not drawn)	9%	16%	0%	-18%	0%
24	O=C(NNC(=O)C1CC1)c1cc(=O)[nH]c2ccccc12	x	-2%	-2%	-3%	x
25	CCOC(=O)CCSc1nc2c(c(C(F)(F)F)c1C#N)CCC2	11%	9%	6%	4%	-2%
26	O=C(CCC(=O)c1ccc(F)cc1)Nc1cc(Cl)cc(Cl)c1	16%	-1%	1%	5%	6%
27	CCN(CC)c1ccc(NC(=O)c2ccco2)c(C)c1	3%	8%	u	x	-19%
28	CC(Oc1ccccc1)C(=O)N1CCN(C(=O)C(C)Oc2ccccc2)CC1 (stereo not drawn)	7%	-10%	-12%	-1%	-2%
29	CCN1/C(=C2/SC(=S)N(NC(C)=O)C2=O)Sc2ccccc21	20%	15%	-1%	2%	-1%
30	COc1cccc(-c2nc(CSCC(=O)NCC3CCCO3)c(C)o2)c1 (stereo not drawn)	-16%	-13%	-1%	0%	-6%

no.	Rab9 promoter act	BRCA1 expr up	Gal4-VP16 FLuc	NPC1 prom act	MBNL1 CUG block
21	-1%	-2%	5%	-2%	4%
22	-6%	-5%	-5%	0%	10%[11.5 µM]
23	-6%	-22%	-9%	-3%	1%
24	x	11%	x	x	x
25	-1%	2%	6%	0%	1%
26	1%	-28%	-9%	0%	-9%
27	1%	44%	5%	10%	-1%
28	4%	12%	2%	-3%	-2%
29	-5%	-2%	-10%	-2%	u
30	-4%	-36%	-6%	4%	-3%

# The final five records of the section before are carried over, then new ones follow:
no.	SMILES	RORg inh	p53 reactivator	ELG1 genotoxic	uPA generation	FLuc modulator
26	O=C(CCC(=O)c1ccc(F)cc1)Nc1cc(Cl)cc(Cl)c1	16%	-1%	1%	5%	6%
27	CCN(CC)c1ccc(NC(=O)c2ccco2)c(C)c1	3%	8%	u	x	-19%
28	CC(Oc1ccccc1)C(=O)N1CCN(C(=O)C(C)Oc2ccccc2)CC1 (stereo not drawn)	7%	-10%	-12%	-1%	-2%
29	CCN1/C(=C2/SC(=S)N(NC(C)=O)C2=O)Sc2ccccc21	20%	15%	-1%	2%	-1%
30	COc1cccc(-c2nc(CSCC(=O)NCC3CCCO3)c(C)o2)c1 (stereo not drawn)	-16%	-13%	-1%	0%	-6%
31	Cc1ccc(NC(=S)NC(=O)/C=C/c2ccc(Cl)cc2)cc1	u	10%	-2%	2%	1%
32	Oc1[nH]c2ccccc2c1N=Nc1ccccc1F	u	u	u	2%	u
33	O=C(Cc1cccs1)N1CCC(c2nc3c(nnn3Cc3ccccc3)c(=O)[nH]2)CC1	9%	-31%[inhibitor]	-6%	x	2%
34	COc1cccc(C(C(=O)NC2CCCCC2)N(C(=O)c2ccccn2)c2cccnc2)c1 (stereo not drawn)	1%	-1%	0%	1%	1%
35	CCOc1ccc(-n2c(N)c(C(=O)NCC3CCCO3)sc2=S)cc1 (stereo not drawn)	-1%	1%	1%	-3%	-14%
36	Cn1ccc(C(=O)Nc2sc3c(c2C#N)CCC3)n1	18%	7%	0%	9%	u
37	CCN(CC)C(=O)Cn1cc(S(=O)(=O)CC(=O)Nc2ccc(OC)c(OC)c2)c2ccccc21	13%	0%	9%	2%	6%
38	Cc1nc(SCc2cccc(Oc3ccccc3)c2)n[nH]1	u	4%	4%	-3%	u
39	Cn1cc(/C=C2/SC(=O)N(c3ccccc3)C2=O)c2ccccc21	5%	5%	3%	21%	6µM*
40	CN1CCN(CCNC(=O)Cn2c(=O)c3cccn3c3ccc(F)cc32)CC1	-8%	-4%	4%	0%	1%

no.	Rab9 promoter act	BRCA1 expr up	Gal4-VP16 FLuc	NPC1 prom act	MBNL1 CUG block
26	1%	-28%	-9%	0%	-9%
27	1%	44%	5%	10%	-1%
28	4%	12%	2%	-3%	-2%
29	-5%	-2%	-10%	-2%	u
30	-4%	-36%	-6%	4%	-3%
31	1%	-13%	-25%	-2%	-11%
32	u	12%	-10%	u	3%
33	0%	-14%	-20%	-4%	-7%
34	-1%	-32%	11%	-2%	-18%
35	-4%	0%	-7%	-3%	u
36	0%	5%	7%	-2%	27%
37	-1%	-17%	-2%	-7%	0%
38	23%	95%	11%	u	-14%
39	6.3µM*	37%	-3%	u	3%
40	-1%	-12%	-6%	-3%	-11%

# (more compounds)
no.	SMILES	RORg inh	p53 reactivator	ELG1 genotoxic	uPA generation	FLuc modulator
41	CCOC(=O)C(Cc1ccccc1)NC(=O)Cn1nnc(-c2ccc(SC)cc2)n1 (stereo not drawn)	33%	0%	0%	3%	-1%
42	Cc1nc2ccc(C(=O)N3CCSCC3)cc2s1	-1%[0.365 µM]	u	29%	0%	-1%
43	CN(Cc1ccccc1)C(=O)c1ccc(NC(=O)Cc2cccc(NC(=O)C3CCN(C(=O)C4CCCCC4)CC3)c2)cc1	x	23%	0%	12%	-4%
44	CC(C)CC1NC(=O)N(Cc2nc3ccccc3s2)C1=O (stereo not drawn)	28%	7%	7%	2%	-10%

no.	Rab9 promoter act	BRCA1 expr up	Gal4-VP16 FLuc	NPC1 prom act	MBNL1 CUG block
41	9%	0%	-9%	5%	4%
42	25%	29%	x	19%	1%
43	-1%	-2%	x	-4%	x
44	-3%	19%	-5%	-2%	-5%

# Compounds were not picked by outcome; 13% or so of the library scored in one or more.
